# TcdB GH inh: inhibitors of Clostridioides difficile toxin B glycohydrolase; P18177; TcdB glycohydrolase enzymatic assay, plate reader; inhibition, % at 9.99 µM; 0.24% of 350,000 active; in the data active means inhibition above about 10%
# * hit, by the source's call; & = joins results of further samples.
Structure	TcdB GH inh
C[C@@H]1CCCCO[C@H](CN(C)C(=O)Nc2ccc(F)cc2)[C@H](C)CN([C@@H](C)CO)C(=O)c2cc(NC(=O)Nc3ccc4c(c3)OCO4)ccc2O1	-0.2
C[C@H](CO)N1C[C@H](C)[C@@H](CN(C)Cc2ccccc2)Oc2ccc(NC(=O)CCCCCC(=O)Nc3ccccc3N)cc2CC1=O	0.0
COc1cccc(-c2ccc([C@@H]3[C@@H](CO)N4CCCCN(C(=O)c5ccc6c(c5)OCO6)C[C@@H]34)cc2)c1	-0.4
CN(C)CCCNC(=O)C[C@H]1C=C[C@@H](NC(=O)c2ccccc2F)[C@@H](CO)O1	0.2
Cc1ccc(S(=O)(=O)N(C)C[C@@H]2OCCCC[C@@H](C)Oc3ccc(N(C)C)cc3C(=O)N([C@H](C)CO)C[C@H]2C)cc1	-21
COc1cccc(-c2ccc3c(c2)[C@H]2[C@H](CCN2C(=O)c2cnccn2)[C@H](CO)N3)c1	1.3
CCNC(=O)[C@@H]1[C@@H](CO)[C@@H]2Cn3c(ccc(-c4ccccc4F)c3=O)[C@H]1N2CC	-0.4
COc1ccc2c3c([nH]c2c1)[C@@H](CO)N(C(=O)c1ccccc1)CC31CCN(S(=O)(=O)c2cccs2)CC1	-0.6
C[C@@H]1CN([C@H](C)CO)C(=O)c2cc(NC(=O)Cc3ccccc3)ccc2O[C@@H]1CN(C)C(=O)Nc1ccc(C(F)(F)F)cc1	-1.2
O=C(O)C[C@@H]1C=C[C@@H](NC(=O)c2ccncc2)[C@H](CO)O1	-0.4
C[C@@H]1CN([C@H](C)CO)C(=O)c2cc(NC(=O)Nc3ccc(F)cc3)ccc2O[C@H]1CN(C)C(=O)Nc1ccccc1	0.3
C[C@H]1CN([C@@H](C)CO)C(=O)c2cccc(NC(=O)CCCCCC(=O)Nc3ccccc3N)c2O[C@@H]1CN(C)Cc1ccc(-c2ccccc2)cc1	0.7
CCCN1[C@H](C(=O)NCC2CC2)[C@@H](CO)[C@@H]2Cn3c(ccc(-c4ccccc4)c3=O)[C@@H]21	1.3
C[C@@H]1CN([C@H](C)CO)C(=O)c2cccc(NS(=O)(=O)c3cn(C)cn3)c2O[C@H]1CN(C)S(=O)(=O)c1ccc(Cl)cc1	-0.7
COc1ccccc1-c1cn(CC[C@H]2CC[C@H](NC(=O)C3CC3)[C@@H](CO)O2)nn1	0.6

# As entered above:
# C[C@@H]1CN([C@H](C)CO)C(=O)c2cccc(NS(=O)(=O)c3cn(C)cn3)c2O[C@H]1CN(C)S(=O)(=O)c1ccc(Cl)cc1 – TcdB GH inh = -0.7
# COc1ccc2c3c([nH]c2c1)[C@@H](CO)N(C(=O)c1ccccc1)CC31CCN(S(=O)(=O)c2cccs2)CC1 – TcdB GH inh = -0.6
# C[C@@H]1CCCCO[C@H](CN(C)C(=O)Nc2ccc(F)cc2)[C@H](C)CN([C@@H](C)CO)C(=O)c2cc(NC(=O)Nc3ccc4c(c3)OCO4)ccc2O1 – TcdB GH inh = -0.2
# C[C@H](CO)N1C[C@H](C)[C@@H](CN(C)Cc2ccccc2)Oc2ccc(NC(=O)CCCCCC(=O)Nc3ccccc3N)cc2CC1=O – TcdB GH inh = 0.0
# CCCN1[C@H](C(=O)NCC2CC2)[C@@H](CO)[C@@H]2Cn3c(ccc(-c4ccccc4)c3=O)[C@@H]21 – TcdB GH inh = 1.3

# Other results follow.
Structure	TcdB GH inh
CC(C)NC(=O)N1[C@@H]2c3cccc(=O)n3C[C@@H]2[C@@H](CO)[C@@H]1C(=O)N1CCC(Cc2ccccc2)CC1	-13
CCc1csc(N2[C@H](C#N)[C@H](c3ccc(-c4cccc(F)c4)cc3)[C@@H]2CO)n1	-0.1
COc1ccc(NC(=O)Nc2ccc3c(c2)C(=O)N([C@@H](C)CO)C[C@@H](C)[C@H](CN(C)S(=O)(=O)c2cccs2)O3)cc1	0.1
C[C@H](CO)N1C[C@H](C)[C@@H](CN(C)C(=O)C2CCOCC2)Oc2ncc(C#Cc3ccccc3F)cc2C1=O	0.3
C[C@@H]1CN([C@H](C)CO)C(=O)c2cccc(NS(=O)(=O)c3ccccc3)c2O[C@H]1CN(C)CC1CCCCC1	0.3
C[C@H]1CN([C@@H](C)CO)C(=O)c2cc(-c3ccccc3F)cnc2O[C@@H]1CN(C)C(=O)C1CCCCC1	-0.2
COCC#Cc1ccc([C@@H]2[C@H]3CN(C(=O)C4CC4)CC(=O)N3[C@H]2CO)cc1	0.1
CC(C)C#Cc1cnc2c(c1)C(=O)N([C@@H](C)CO)C[C@@H](C)[C@H](CN(C)C(=O)c1ccccc1F)O2	0.3
C[C@H]1CN([C@@H](C)CO)C(=O)c2cc(NC(=O)C3CC3)ccc2O[C@H]1CN(C)Cc1ccc(-c2ccccc2)cc1	-0.9
CN1[C@@H]2c3ccc(-c4cccc(F)c4)c(=O)n3C[C@@H]2[C@@H](CO)[C@@H]1C(=O)NCc1ccccn1	0.5
COCCNC(=O)C[C@@H]1C[C@H]2c3cc(NC(=O)CN(C)C)ccc3O[C@H]2[C@H](CO)O1	-0.7
C[C@@H]1CN([C@H](C)CO)C(=O)Cc2cc(NC(=O)NC3CCCCC3)ccc2O[C@@H]1CN(C)S(C)(=O)=O	0.8
Cc1noc(C)c1NC(=O)Nc1ccc2c(c1)CC(=O)N([C@@H](C)CO)C[C@@H](C)[C@H](CN(C)C(=O)Nc1ccc3c(c1)OCO3)O2	-6.8
C[C@@H]1CN([C@@H](C)CO)C(=O)c2cc(NC(=O)Nc3ccccc3)ccc2O[C@@H]1CN(C)Cc1ccc(C(=O)Nc2ccccc2N)cc1	0.7
C[C@H](CO)N1C[C@H](C)[C@H](CN(C)Cc2ccc(Oc3ccccc3)cc2)Oc2ccc(NS(=O)(=O)c3cccs3)cc2CC1=O	-0.5
CCC(=O)N[C@H]1CC[C@@H](CCNC(=O)Nc2ccc(C(F)(F)F)cc2)O[C@H]1CO	-2.1
Cc1noc(C)c1NC(=O)N(C)C[C@H]1Oc2c(NC(=O)C3CCCCC3)cccc2C(=O)N([C@@H](C)CO)C[C@@H]1C	-1.7
Cc1noc(C)c1NC(=O)Nc1ccc2c(c1)CC(=O)N([C@@H](C)CO)C[C@H](C)[C@@H](CN(C)C(=O)Nc1ccc3c(c1)OCO3)O2	-0.9
C[C@@H]1CN([C@@H](C)CO)C(=O)c2cc(Br)cnc2O[C@@H]1CN(C)C(=O)Nc1ccccc1	-0.9
CO[C@H]1CN(C)C(=O)c2ccc(NC(=O)C3CC3)cc2OC[C@@H](C)N(C(=O)NC(C)C)C[C@H]1C	-1.3
CCCNC(=O)N(C)C[C@H]1Oc2cc(C#Cc3cccc(F)c3)ccc2S(=O)(=O)N([C@H](C)CO)C[C@@H]1C	-0.7
COc1ccc(-c2cnc3c(c2)C(=O)N([C@H](C)CO)C[C@@H](C)[C@H](CN(C)C(=O)CN(C)C)O3)cc1	0.6
O=C(OC[C@@H]1[C@H]2c3ccccc3OC1(CO)N=C1SCCCN12)c1ccccc1	1.6
CN(C)CC(=O)N1[C@H](C#N)[C@H](c2ccc(-c3ccc(C(=O)N(C)C)cc3)cc2)[C@H]1CO	1.4
COc1cccc(S(=O)(=O)Nc2ccc3c(c2)[C@H]2C[C@@H](CC(=O)NCc4cccc(F)c4)O[C@H](CO)[C@H]2O3)c1	-0.8
CNC[C@H]1Oc2cc(C#Cc3ccc(OC)cc3)ccc2S(=O)(=O)N([C@@H](C)CO)C[C@@H]1C	-1.5
CCNC(=O)[C@H]1[C@H](CO)[C@H]2Cn3c(ccc(C4=CCCCC4)c3=O)[C@@H]1N2CCC(F)(F)F	0.3
CCS(=O)(=O)N[C@H]1CC[C@H](CC(=O)Nc2ccc(-c3ccccc3)cc2)O[C@@H]1CO	-1.4
CC(C)CC#Cc1ccc2c(c1)O[C@@H](CN(C)C(=O)Nc1ccccc1F)[C@H](C)CN([C@H](C)CO)S2(=O)=O	-0.1
COc1ccc(S(=O)(=O)N(C)C[C@H]2OCc3cn(nn3)CCCC(=O)N([C@@H](C)CO)C[C@H]2C)cc1	-0.3

# Another view of some results above.
Molecule: Cc1noc(C)c1NC(=O)Nc1ccc2c(c1)CC(=O)N([C@@H](C)CO)C[C@H](C)[C@@H](CN(C)C(=O)Nc1ccc3c(c1)OCO3)O2
  TcdB GH inh = -0.9

Molecule: C[C@@H]1CN([C@@H](C)CO)C(=O)c2cc(Br)cnc2O[C@@H]1CN(C)C(=O)Nc1ccccc1
  TcdB GH inh = -0.9

Molecule: CO[C@H]1CN(C)C(=O)c2ccc(NC(=O)C3CC3)cc2OC[C@@H](C)N(C(=O)NC(C)C)C[C@H]1C
  TcdB GH inh = -1.3

Molecule: CCCNC(=O)N(C)C[C@H]1Oc2cc(C#Cc3cccc(F)c3)ccc2S(=O)(=O)N([C@H](C)CO)C[C@@H]1C
  TcdB GH inh = -0.7

# Next records
Structure	TcdB GH inh
C[C@H]1CN([C@@H](C)CO)C(=O)c2cccc(NS(=O)(=O)c3cn(C)cn3)c2O[C@H]1CN(C)C	-0.6
COc1cccc(CNC(=O)C[C@H]2CC[C@H](NC(=O)C3CCC3)[C@@H](CO)O2)c1	-1.7
COc1ccc(S(=O)(=O)N(C)C[C@H]2OCCCC[C@H](C)Oc3ccc(NS(=O)(=O)c4ccccc4)cc3C(=O)N([C@@H](C)CO)C[C@H]2C)cc1	0.9
COc1cccc(S(=O)(=O)Nc2ccc3c(c2)C(=O)N(C)C[C@H](OC)[C@H](C)CN(C(=O)Cc2cccnc2)[C@@H](C)CO3)c1	0.3
CC(C)CC#Cc1ccc([C@H]2[C@H]3CN(C(=O)Nc4cc(F)ccc4F)CC(=O)N3[C@H]2CO)cc1	0.4
C[C@H]1CCCCO[C@H](CN(C)C(=O)Nc2cccc3ccccc23)[C@@H](C)CN([C@@H](C)CO)C(=O)c2cc(NC(=O)CCCN(C)C)ccc2O1	2.0
C[C@@H]1CN([C@@H](C)CO)C(=O)c2cc(NC(=O)Cn3cnnn3)ccc2O[C@H]1CN(C)S(=O)(=O)c1cn(C)cn1	-0.3
C[C@@H]1CN([C@@H](C)CO)C(=O)c2cccc(NC(=O)C3CC3)c2O[C@H]1CN(C)C(=O)Nc1cccc2ccccc12	-2.0
Cc1ccc(S(=O)(=O)Nc2ccc3c(c2)C(=O)N([C@@H](C)CO)C[C@H](C)[C@H](CN(C)S(=O)(=O)c2ccc(C)cc2)OCCCC[C@@H](C)O3)cc1	0.2
COc1ccc(NC(=O)N2C[C@@H](O)COC[C@@H]3O[C@H](CC(=O)N4CCN(C)CC4)CC[C@H]32)cc1	1.1
C[C@@H]1CN([C@H](C)CO)S(=O)(=O)c2ccc(-c3cccc(F)c3)cc2O[C@H]1CN(C)C(=O)Nc1cc(F)ccc1F	0.4
COc1ccc(NC(=O)Nc2ccc3c(c2)CC(=O)N([C@@H](C)CO)C[C@H](C)[C@@H](CN(C)Cc2ccc4c(c2)OCO4)O3)cc1	-9.5
C[C@H](CO)N1C[C@H](C)[C@H](CN(C)Cc2ccc(C(F)(F)F)cc2)Oc2ccc(NS(=O)(=O)c3ccc(Cl)cc3)cc2CC1=O	-0.1
CNC[C@@H]1Oc2ccc(NS(=O)(=O)c3ccc(C)cc3)cc2C(=O)N([C@H](C)CO)C[C@@H]1C	0.7
O=C(C1CCOCC1)N1C[C@H]2[C@@H](c3ccccc31)[C@@H](CO)N2Cc1ccccc1Cl	-3.0
O=S(=O)(NC[C@@H]1[C@@H](c2ccccc2)[C@@H](CO)N1CC1CC1)c1ccccc1	0.2
C[C@H](CO)N1C[C@H](C)[C@@H](CN(C)S(=O)(=O)c2ccccc2)OCCCC[C@H](C)Oc2ccc(NC(=O)Nc3ccccc3)cc2C1=O	-0.8
C[C@H]1CN([C@@H](C)CO)C(=O)Cc2cc(N(C)C)ccc2O[C@H]1CN(C)S(C)(=O)=O	-0.5
CNC[C@@H]1Oc2cc(-c3cccnc3)ccc2S(=O)(=O)N([C@@H](C)CO)C[C@H]1C	-1.2
O=C(C[C@H]1CC[C@H]2[C@@H](COC[C@@H](O)CN2Cc2cc(F)cc(F)c2)O1)NC1CCC1	-1.0
C[C@H](CO)N1C[C@H](C)[C@H](CN(C)C(=O)NC2CCCCC2)OCc2cn(nn2)CCCC1=O	0.7
COC(=O)[C@@H]1[C@@H](CO)[C@@H]2Cn3c(ccc(C4=CCCC4)c3=O)[C@H]1N2Cc1ccccn1	-0.2
Cc1noc(C)c1S(=O)(=O)Nc1ccc2c(c1)CC(=O)N([C@H](C)CO)C[C@H](C)[C@@H](CN(C)C(=O)Nc1ccccc1)O2	0.3
CN1C(=O)c2cc(NC(=O)C3CCCCC3)ccc2OC[C@@H]2O[C@@H](CC(=O)NCc3ccccc3F)CC[C@@H]21	-0.6
O=C(C[C@@H]1CC[C@@H]2[C@H](COC[C@H](O)CN2S(=O)(=O)c2ccccc2)O1)N[C@@H]1CCN(Cc2ccccc2)C1	-0.4
C[C@H](CO)N1C[C@H](C)[C@H](CN(C)S(=O)(=O)c2ccccc2)Oc2ccc(NC(=O)Nc3ccccc3)cc2C1=O	1.9
COCC(=O)N1CCCCN2[C@@H](CO)[C@@H](c3ccc(-c4cccc(C)c4)cc3)[C@@H]2C1	-0.1
C[C@@H]1CN([C@@H](C)CO)C(=O)c2cc(Br)cnc2O[C@H]1CN(C)Cc1cccc(F)c1	-0.4&0.6
COc1ccccc1NC(=O)N[C@@H]1CC[C@H](CCn2cc(-c3cccnc3)nn2)O[C@@H]1CO	-0.2
CCN1[C@@H]2c3ccc(-c4ccc(F)cc4)c(=O)n3C[C@@H]2[C@@H](CO)[C@@H]1C(=O)NCc1ccncn1	-7.3
C[C@H](CO)N1C[C@H](C)[C@H](CN(C)Cc2ccc(C(=O)O)cc2)OCCCC[C@H](C)Oc2ccc(NS(=O)(=O)c3ccc(Cl)cc3)cc2C1=O	-0.6
C[C@H](CO)N1C[C@H](C)[C@H](CN(C)S(C)(=O)=O)Oc2c(NC(=O)c3ccc(-c4nccs4)cc3)cccc2C1=O	-0.2
Cc1ccc(S(=O)(=O)N2C[C@@H](O)COC[C@H]3O[C@@H](CC(=O)NCCN4CCCCC4)CC[C@@H]32)cc1	0.0
COCC(=O)Nc1ccc2c(c1)OC[C@@H](C)N(Cc1cc(F)ccc1F)C[C@@H](C)[C@@H](OC)CN(C)C2=O	0.3
C[C@H](CO)N1C[C@H](C)[C@@H](CN(C)C(=O)Nc2cccc3ccccc23)Oc2ccc(N(C)C)cc2C1=O	-2.0
Cc1cccc(-c2ccc(C3[C@@H]4CN(Cc5ccccc5F)C[C@H]3N4)cc2)c1 (some centres undefined)	0.4

# From PubChem

# The list is partial; rates above refer to the full screens.
